Screening data from PubChem BioAssay.
Shn3 inh set2 – reduction of Shn3 3'UTR firefly luciferase signal, primary screen, Schnurri-3 inhibitor project, cell-based, Clone20 osteoblasts, set 2 | 0.52% of 360,000 active | Clone20 osteoblast Shn3 3'UTR firefly luciferase, 24 h | inhibition, % at 12.5 µM;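 active = mean inhibition of at least 75% with every replicate also reaching 75%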;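 note: 0% = median of neutral control wells and 100% = pilot-screen positive control compound; some compounds past the cut are filed as inactive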
NR2E3 ag-1 – inhibitors of NR2E3-RetCOR corepressor binding, primary screen, NR2E3 agonist project, biochemical, TR-FRET, GST-NR2E3, biotin-RetCOR | Photoreceptor-specific nuclear receptor (Homo sapiens), Q9Y5X4 | 1536-well | inhibition of corepressor binding, % at 4.78 µM | 0.12% of 320,000 active | AID 2300, 2010;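 active = percent inhibition above the cutoff of mean plus 3 SD of all tested compounds, set per screening campaign, cut at about 20% in these data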;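 note: 0% = DMSO wells and 100% = biotin wells as full block of FRET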
Target sequence (Q9Y5X4 whole entry, looked up): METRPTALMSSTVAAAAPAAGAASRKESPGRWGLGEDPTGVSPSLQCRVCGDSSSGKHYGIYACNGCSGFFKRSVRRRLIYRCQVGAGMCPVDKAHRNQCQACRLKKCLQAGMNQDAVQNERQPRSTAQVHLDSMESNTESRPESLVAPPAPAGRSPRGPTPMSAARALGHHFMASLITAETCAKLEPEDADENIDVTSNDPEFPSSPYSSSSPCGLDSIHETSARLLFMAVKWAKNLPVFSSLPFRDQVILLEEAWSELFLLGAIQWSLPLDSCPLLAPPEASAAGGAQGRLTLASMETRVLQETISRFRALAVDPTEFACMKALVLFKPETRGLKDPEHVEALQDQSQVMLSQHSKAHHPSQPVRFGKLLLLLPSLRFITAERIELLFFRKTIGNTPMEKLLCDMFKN
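Test system – NR2E3–RetCOR corepressor complex · Quantity – NR2E3 fusion 1.35 nM · Buffer or medium – Tris pH 7.5 · Incubation – Compound–protein incubation for 5 h at 4 °C · Technique – TR-FRET, Eu(K)-anti-GST donor, streptavidin-D2 acceptor, ex 340, em 617/671 nm · Evaluation – percent inhibition of 671/617 nm emission ratio versus biotin and DMSO controls · Plate – 1536-well format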
Peg3 promoter – Peg3 promoter-driven luciferase inhibitors, primary screen, cell-based, HeLa, luciferase luminescence | HeLa PEG-Prom luciferase reporter, overnight | AID 588405, 2011 | inhibition, % at 20 µM | 1.7% of 360,000 active;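 active = inhibition of at least 50% at 20 µM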
TWEAK-Fn14 inh – inhibitors of TWEAK-Fn14 signaling, primary screen, luciferase reporter cells, uHTS. TWEAK-stimulated Fn14 reporter cells, luciferase luminescence, 8 h. inhibition, % at 10 µM. 2% of 360,000 active. AID 1159606, 2016; in the data active = inhibition above about 50%
TROY signal inh – inhibitors of TROY-driven NF-kB signaling, primary screen, Q293 LMP1-TROYcd cells, NF-kB luciferase, uHTS. Q293 LMP1-TROYcd NF-kB luciferase reporter, 4 h. 0.98% of 360,000 active. inhibition, % at 10 µM;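 active = compounds whose plate-normalised and pattern-corrected inhibition of the luciferase reporter signal at the single screening dose is 50% or more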
KKLEB cytotox – cytotoxicity in KKLEB CF airway cells, primary screen, cytotoxicity control for CF NF-kB inhibitor project, cell-based, uHTS, fluorescence assay plates | KKLEB CF airway cells viability, ATPlite luminescence, overnight; active compounds read low; cells stimulated with P. aeruginosa culture filtrate | activity change (cytotoxicity), % at 5 µM | 0.36% of 360,000 active;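 active = corrected activity change at or below -50% at 5 µM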
HIF-2a block – HIF-2a reporter inhibitors, primary screen, luminescence, 786-0 RCC cells | 786-0 RCC cells HIF-2a reporter, luciferase luminescence, overnight | inhibition, % at 18.8 µM | 0.72% of 360,000 active | AID 624352, 2012;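 active = inhibition of the luminescence signal of 40% or more relative to plate controls, in a single-dose primary screen at 18.75 µM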
TRPM1 prom inh – inhibitors of MITF-dependent TRPM1 promoter reporter, primary screen, cell-based, SK-MEL-5, single point, luciferase | SK-MEL-5 TRPM1 promoter luciferase, 24 h | inhibition, % at 12.5 µM | 0.83% of 330,000 active | AID 488899, 2010;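 active = mean inhibition across replicates of 60% or more, whatever share of single replicates reaches that level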; note: values of inactives mirror those of a sister screen read the other way
NR2E3 ag-2 – NR2E3 agonists in two-hybrid cells, primary screen, cell-based, luminescence, CHO-S, Gal4-NCOR/VP16-NR2E3; Photoreceptor-specific nuclear receptor (Homo sapiens), Q9Y5X4; luciferase; inhibition of corepressor binding, % at 3.98 µM; 0.35% of 360,000 active; AID 602229, 2012;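 active = inhibition above the mean of all tested compounds plus 3 SD, cut at about 70% in these data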;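 note: 0% = DMSO with NR2E3 transfected cells and 100% = cells lacking NR2E3 construct; higher means lower luciferase signal from less NR2E3 corepressor binding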
TRAIL sens C8 – viability loss with TRAIL in NB7+C8 cells, primary screen, TRAIL sensitizer project, cell-based, ATPlite luminescence; AID 624354, 2012; inhibition (viability loss, TRAIL sensitization), % at 10 µM; 1% of 360,000 active;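 active = compounds causing at least 50% loss of cell viability in the single-dose screen, relative to plate controls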
CF NFkB inh – inhibitors of PAF-induced NF-kB signaling, primary screen, cell-based, GFP fluorescence, uHTS | 0.86% of 360,000 active | inhibition, % at 5 µM | KKLEB NF-kB-GFP reporter, GFP fluorescence overnight;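 active = at least 50% inhibition at 5 µM, scaled per plate between neutral and stimulator controls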;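 note: PAF is a Pseudomonas aeruginosa culture filtrate used as stimulus; plate controls were PAF-stimulated DMSO wells for no effect and unstimulated DMSO wells for full effect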
* hit, by the source's call; nt = no result given. An excerpt; the hit share may differ from the screen's.

Start of the data: the first 2 records, ahead of the listing:
SMILES | Shn3 inh set2 | NR2E3 ag-1 | Peg3 promoter | TWEAK-Fn14 inh | TROY signal inh | KKLEB cytotox | HIF-2a block | TRPM1 prom inh | NR2E3 ag-2 | TRAIL sens C8 | CF NFkB inh
CC(C)NC(=O)Nc1ccc2c(c1)C(=O)N([C@H](C)CO)C[C@H](C)[C@@H](CN(C)C(=O)NC(C)C)O2 | 5 | nt | 7 | 0 | -23 | 1 | 3 | -7 | -3 | -15 | -1
Cc1ccc(F)cc1NC(=O)c1ccc2c(c1)OCO2 | -13 | 3 | -48 | 5 | -36 | 7 | -74 | 6 | -8 | -1 | -3

The list itself, from the first entry:
SMILES | Shn3 inh set2 | NR2E3 ag-1 | Peg3 promoter | TWEAK-Fn14 inh | TROY signal inh | KKLEB cytotox | HIF-2a block | TRPM1 prom inh | NR2E3 ag-2 | TRAIL sens C8 | CF NFkB inh
CC(C)NC(=O)Nc1ccc2c(c1)C(=O)N([C@H](C)CO)C[C@H](C)[C@@H](CN(C)C(=O)NC(C)C)O2 | 5 | nt | 7 | 0 | -23 | 1 | 3 | -7 | -3 | -15 | -1
Cc1ccc(F)cc1NC(=O)c1ccc2c(c1)OCO2 | -13 | 3 | -48 | 5 | -36 | 7 | -74 | 6 | -8 | -1 | -3
Cc1n[nH]c(=S)n1/N=C/c1ccc(OCc2ccc(Cl)cc2Cl)cc1 | -82 | 2 | -230 | 13 | -18 | 13 | -184 | -53 | -116 | 2 | -16
COC(=O)C1=C(C)N(C)C(C)=C(C(=O)OC)C1c1cccc(Br)c1 | -13 | 0 | 16 | 12 | -2 | 11 | 13 | 10 | 1 | 2 | -11
CNC(=S)Nc1ccc(C)cc1 | 2 | 2 | 8 | 1 | 4 | -8 | -5 | 9 | -4 | -10 | 7
O=C(CC1Sc2ccccc2NC1=O)OCC(=O)N1CCc2ccccc21 (stereo not drawn) | -29 | 2 | -44 | -15 | 18 | -8 | -84 | 0 | -21 | 11 | -9
CCOC(=O)[C@@H]1[C@H]2COc3ccccc3[C@@H]2N2C(=O)N(c3ccccc3)C(=O)[C@]12C | -7 | 5 | -45 | 2 | 8 | -3 | 1 | -5 | -8 | -18 | 10
Nc1c(N2CCCCC2)c2ccccc2oc1=O | 19 | 4 | 5 | 3 | -1 | -7 | 11 | -15 | -9 | 0 | 4
COCCCNc1nc(-c2ccc(Cl)cc2)nc2ccccc12 | -6 | 3 | 23 | 1 | 15 | -8 | 4 | 9 | 22 | -14 | -15
COC(=O)c1cc2ccccc2c(-c2c(OC)c(C(=O)OC)cc3ccccc23)c1OC | 21 | 1 | 23 | -11 | -1 | 1 | 16 | 18 | 5 | 16 | -15
COC(=O)c1c(C)nc(C)c(C(=O)OC)c1-c1ccc(OC)c(OC)c1 | 0 | -5 | 23 | 16 | -8 | -6 | 20 | 0 | 6 | -7 | -3
CCCC(=O)Nc1nnc(SCC(=O)NCc2cccs2)s1 | 19 | -1 | 9 | 8 | 17 | -6 | 14 | -18 | 18 | -13 | -9
CC1CC(C)CN(C(=S)NC2CCCCC2)C1 (stereo not drawn) | 0 | 3 | 4 | -12 | 7 | -11 | 16 | 3 | -5 | -5 | 17
Cc1ccc(CNC(=O)CCc2c(C)nn(-c3ccc(N4CCOCC4)nn3)c2C)cc1 | -10 | 6 | -10 | -1 | -5 | 15 | -15 | -4 | -6 | -19 | -16
O=C(COc1ccccc1Br)NC1CC1 | 20 | 2 | -37 | -1 | -26 | -10 | -96 | -6 | 2 | -21 | 24
C#CCOCCOCCOCCNc1nc(N2CCN(C(=O)[C@H](CCC(=O)O)n3cc(CN)nn3)CC2)nc(N2CCN(C(=O)[C@H](CCC(=O)O)n3cc(CN)nn3)CC2)n1 | 6 | nt | -10 | -6 | -17 | 4 | 17 | 0 | -17 | -11 | 20
CC(C)C(=O)Nc1nnc(SCC(=O)N2c3ccccc3CC2C)s1 (stereo not drawn) | 23 | 3 | 1 | 0 | 11 | -3 | 16 | 5 | -2 | -7 | 14
CSc1ccc(C=NNc2ccc(S(=O)(=O)Nc3ccccc3C(=O)O)cc2[N+](=O)[O-])cc1 | 15 | nt | -12 | 6 | 4 | 9 | -1 | 7 | -18 | 6 | 20
Cc1cc(N2CCOCC2)nc2ccc(NC(=O)CCC(=O)N3CCCCC3)cc12 | 12 | 2 | -62 | -8 | 6 | 4 | -27 | -41 | -16 | -24 | 6
CCOc1cc2[nH]c(=S)n(C3CC3)c(=O)c2cc1OCC | -2 | -2 | 29 | 10 | 11 | -5 | 10 | -3 | -11 | -12 | -7
CC(C)=CCCC(C)CCO (stereo not drawn) | -6 | nt | -10 | 11 | -2 | -5 | 3 | nt | -18 | -4 | 9
COc1cccc(CC2(CO)CCCN(Cc3cn(C)c4ccccc34)C2)c1 (stereo not drawn) | 13 | 4 | 1 | 1 | 21 | -16 | 15 | 5 | -23 | -3 | -4
O=C1c2ccccc2CCC12OC2c1ccc([N+](=O)[O-])cc1 (stereo not drawn) | 5 | nt | -52 | 8 | -25 | -16 | -79 | nt | 3 | -4 | -13
CCN(c1ccccc1)S(=O)(=O)c1ccc(NC(=O)c2ccco2)cc1 | 8 | 0 | 10 | 17 | 8 | 14 | 17 | 4 | 10 | 1 | 0
Cc1nn(-c2cc(N3CCCC3)ccc2[N+](=O)[O-])c(=O)c2ccccc12 | 4 | 0 | 19 | 3 | -7 | 8 | 3 | 12 | 4 | 10 | 5
Brc1ccc(OCc2ccccc2)c(CNCC2CCCO2)c1 (stereo not drawn) | 8 | 4 | 10 | -12 | 2 | -1 | 6 | -15 | -15 | 1 | 5
CCOC(=O)C1C(=O)C=C(c2ccc(C)cc2)CC1c1ccc([N+](=O)[O-])cc1 (stereo not drawn) | 2 | nt | 4 | -27 | 0 | -13 | -11 | -2 | -30 | 0 | -11
Cc1cc(C)nc(SCC(=O)Nc2ncc(Cc3ccc(Cl)c(Cl)c3)s2)n1 | 19 | -1 | 41 | -27 | 27 | -8 | 13 | 16 | 3 | 5 | 13
CC(C)OCCCNC(=O)c1ccc(C2SCC(=O)N2Cc2ccco2)cc1 (stereo not drawn) | 2 | -1 | 5 | 23 | -4 | -9 | 7 | 23 | -8 | -1 | 4
Cc1ccc(C)n1-c1ccc(-n2cnnn2)cc1 | 13 | 0 | 4 | 25 | -1 | 3 | 0 | 6 | 8 | -4 | -9
Cc1nc(NC(=O)COC(=O)c2ccc(S(=O)(=O)N3CCc4ccccc4C3)cc2)c(Cl)cc1Cl | 14 | 7 | 12 | -7 | 8 | -14 | 2 | 8 | -7 | 7 | 9
COc1cc2cc(C(=O)NCCc3c[nH]c4ccccc34)c(N)nc2cc1OC | nt | nt | nt | 27 | 26 | nt | 8 | nt | 6 | 12 | nt
CNc1ncnc2c1ncn2[C@H]1CN(Cc2ccc(Cl)cc2)C[C@@H](CO)O1 | 14 | nt | -2 | 11 | 3 | 8 | 11 | nt | -62 | -8 | -14
CCOC(=O)CC1(NC(=O)c2cc(COc3cccc(OC)c3)on2)CCCCC1 | 63 | 1 | -8 | 5 | 8 | -3 | -17 | 8 | 3 | -1 | 13
COc1ccc(N2C(=O)/C(=C/c3cccnc3)NC2=S)cc1 | 13 | -2 | 5 | 10 | -8 | 5 | 12 | 4 | 1 | 0 | 6
CC(C)Cc1nnc(NC(=O)c2ccncc2)s1 | 16 | 0 | 6 | -13 | -1 | 2 | 12 | -10 | -27 | 9 | -14
O=C(Cn1cc([N+](=O)[O-])cn1)Nc1cccnc1 | -4 | -1 | 12 | -8 | 11 | 7 | 20 | -4 | -8 | 5 | 10
O=C(CSc1nc2ccc(Cl)cc2[nH]1)NC1CCCc2ccccc21 (stereo not drawn) | 14 | -5 | 34 | 63* | 52* | 1 | 25 | 14 | 3 | 4 | 2
NC(=O)CSc1nnc(-c2cnccn2)n1-c1ccccc1 | -9 | -1 | 12 | -5 | 10 | -13 | 15 | 7 | 0 | 0 | 11
CCC(NC(=O)c1cc(COc2c(F)cccc2F)on1)c1ccncc1 (stereo not drawn) | 17 | 2 | -7 | 2 | -23 | -5 | -18 | -17 | 2 | 6 | -6
Cc1ccccc1-n1nc2c(c1NC(=O)CCCl)CSC2 | -48 | -3 | -19 | -5 | -1 | 11 | 7 | -5 | -21 | 29 | -10

Arranged by molar mass (highest first): part of the list above
SMILES | Shn3 inh set2 | NR2E3 ag-1 | Peg3 promoter | TWEAK-Fn14 inh | TROY signal inh | KKLEB cytotox | HIF-2a block | TRPM1 prom inh | NR2E3 ag-2 | TRAIL sens C8 | CF NFkB inh
Cc1nc(NC(=O)COC(=O)c2ccc(S(=O)(=O)N3CCc4ccccc4C3)cc2)c(Cl)cc1Cl | 14 | 7 | 12 | -7 | 8 | -14 | 2 | 8 | -7 | 7 | 9
Cc1cc(C)nc(SCC(=O)Nc2ncc(Cc3ccc(Cl)c(Cl)c3)s2)n1 | 19 | -1 | 41 | -27 | 27 | -8 | 13 | 16 | 3 | 5 | 13
CCOC(=O)CC1(NC(=O)c2cc(COc3cccc(OC)c3)on2)CCCCC1 | 63 | 1 | -8 | 5 | 8 | -3 | -17 | 8 | 3 | -1 | 13
CNc1ncnc2c1ncn2[C@H]1CN(Cc2ccc(Cl)cc2)C[C@@H](CO)O1 | 14 | nt | -2 | 11 | 3 | 8 | 11 | nt | -62 | -8 | -14
COc1cccc(CC2(CO)CCCN(Cc3cn(C)c4ccccc34)C2)c1 (stereo not drawn) | 13 | 4 | 1 | 1 | 21 | -16 | 15 | 5 | -23 | -3 | -4
CCC(NC(=O)c1cc(COc2c(F)cccc2F)on1)c1ccncc1 (stereo not drawn) | 17 | 2 | -7 | 2 | -23 | -5 | -18 | -17 | 2 | 6 | -6
Cc1nn(-c2cc(N3CCCC3)ccc2[N+](=O)[O-])c(=O)c2ccccc12 | 4 | 0 | 19 | 3 | -7 | 8 | 3 | 12 | 4 | 10 | 5
O=C1c2ccccc2CCC12OC2c1ccc([N+](=O)[O-])cc1 (stereo not drawn) | 5 | nt | -52 | 8 | -25 | -16 | -79 | nt | 3 | -4 | -13
Cc1ccc(C)n1-c1ccc(-n2cnnn2)cc1 | 13 | 0 | 4 | 25 | -1 | 3 | 0 | 6 | 8 | -4 | -9
